Compound activity from PubChem.
Nrf2 block = Nrf2 qHTS screen for inhibitors; AID 504444, 2011; A549 ARE-Fluc reporter, luciferase luminescence, 18-24 h; Potency, µM (top dose mostly 46 µM), inactives show at the highest dose activity change, negative = inhibition, hits mostly inhibitors; 2.1% of 360,000 active; also: potency is read from the fitted curve at half-maximal effect; % is scaled to controls: 0 for no effect and ±100 for the full control effect; nearly all actives have a fitted effect of over 60% in size
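A549 ARE_Fluc cells, 5000/well, 5% FBS OPTI-MEM; compounds in dose-response, 18-24 h at 37 °C/5% CO2; CellTiter-Fluor viability read (Ex 405/Em 525), then BugLite luciferase luminescence = Nrf2 activity.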
HepG2 tox = qHTS for Inhibitors of TGF-b: Cytotox Counterscreen | 0.76% of 410,000 active | HepG2 CAGA-GFP viability, ATP luminescence, 18 h | AID 588856, 2011 | Potency, µM (doses to about 46.1 µM), without a hit: at the highest dose activity change, negative = cytotoxicity, actives largely listed as cytotoxic; also: potency is read from the fitted curve at half-maximal effect; some results filed as inactive show a strong effect at the top dose
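CellTiter-Glo luminescence gave cytotoxicity after 18 hours at 37 degrees C. The cells were HepG2 CAGA-GFP in 1% FBS DMEM, stimulated with 500 pg/mL TGF-beta after compound addition. %Activity was normalised to no-cell wells (complete cell-killing) and DMSO (no toxicity), and curves were fitted and classified.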
TGFb inhibitor = qHTS for Inhibitors of TGF-b; HepG2 CAGA-GFP TGF-b/SMAD3 reporter, GFP fluorescence, 18 h; TGF-beta stimulated, 500 pg/mL final; Potency, µM (series often up to 46.1 µM), inactives show at the top dose activity, negative = inhibition, hits mostly inhibitors; 1.2% of 410,000 active; AID 588855, 2011; also: potency is read from the fitted curve at half-maximal effect; % is scaled to controls: 0 for no effect and ±100 for the full control effect; nearly all actives have a fitted effect of over 65% in size
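Using HEPG2 CAGA-GFP reporter cells at 1000 cells/well, we pinned test compounds, stimulated with recombinant TGF-beta (500 pg/mL final) and measured total well GFP after 18 h.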
Nrf2 ARE act = qHTS of Nrf2 Activators; 0.31% of 410,000 active; Potency, µM (top dose mostly 46.1 µM), inactives show top-dose activation, hits mostly activators; AID 624171, 2012; AREc32 ARE-luciferase reporter (MCF7-derived line), luminescence, 24 h; also: potency is read from the fitted curve at half-maximal effect; % of control where 0% means no effect; nearly all actives have a fitted effect of over 65% in size
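Reporter line AREc32 (ARE-Fluc), seeded overnight in OPTI-MEM with 5% FBS; compound pin-transferred, 24 hr at 37 deg C, 5% CO2; luminescent read-out.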
A549 tox = Nrf2 qHTS screen for inhibitors: counterscreen for cytotoxicity; A549 ARE-Fluc cells, CellTiter-Fluor viability, 18-24 h; 0.16% of 390,000 active; AID 504648, 2011; Potency, µM (doses to about 46 µM), without a hit: top-dose activity change, negative = cytotoxicity, actives largely listed as inhibitors; also: potency is read from the fitted curve at half-maximal effect; % is scaled to controls: 0 for no effect and ±100 for the full control effect
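A549 ARE-Fluc cells in 5% FBS OPTI-MEM, 5000 cells/well, rested 2 h then exposed to compounds in concentration-response for 18-24 h at 37 °C. Viability by CellTiter-Fluor fluorescence (Ex 405/Em 525) after 30 min; luciferase luminescence (BugLite, 15 min, RT) read afterwards.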
CCT chaperon mod = High-Throughput Screening for Modulators of Cytosolic Chaperonin Activity. 0.3% of 360,000 active. activity change, % (concentration not given with the values), hits read low. purified chaperonin ATPase assay, HTRF ADP detection, 30 min; in the data active = activity change below about -30%; also: % is scaled to controls: 0 for no effect and ±100 for the full control effect
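First, chaperonin was dispensed at 40 nM or 20 nM final depending on batch activity. Next, compounds were pinned at 76 uM and ATP added at 10 uM. After 30 min at 37 °C, ADP detection reagents ran 30 min at ambient temperature.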
S2 tox = Viability Counterscreen for Primary qHTS for Inhibitors of ATXN expression; S2 cells (HEK-293 line with an ATXN2-luciferase reporter) viability, CellTiter-Fluor protease fluorescence, 24 h; Potency, µM (highest dose often 56.7 µM), hits mostly cytotoxic; 0.49% of 400,000 active; also: potency is read from the fitted curve at half-maximal effect; nearly all actives have a fitted effect of over 40% in size
Mm-Cpn inhibitor = Inhibitors of TCP-1 ring complex (TRiC) of Methanococcus maripaludis (MmCpn): qHTS | purified Mm-Cpn ATPase, ADP Transcreener TR-FRET | Potency, µM (top dose mostly 76.9 µM), for inactives: top-dose activity, negative = inhibition, hits mostly inhibitors | 0.031% of 330,000 active | AID 504842, 2011; also: potency is read from the fitted curve at half-maximal effect; % is scaled to controls: 0 for no effect and ±100 for the full control effect; nearly all actives have a fitted effect of over 80% in size
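Quantitative HTS used 25 nM Mm-CPN and 10 uM ATP in magnesium/KCl Tris buffer, pH 7.4, with 1 mM DTT. Hydrolysis ran 30 min at 37°C; ADP was read by HTRF.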
Akt phos inh = HTS Assay for Inhibitors of Akt Phophorylation: Primary Screen; AID 651550, 2012; Neuro2A IGF-stimulated pAkt S473 HTRF, 20 min; stronger effect = lower value; activity change, % for hits at 50 µM; 0.32% of 360,000 active; in the data active = activity change below about -80%; inconclusive = mostly about -51% to -80%; also: % is scaled to controls: 0 for no effect and ±100 for the full control effect
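Single-point screen (50 µM final compound) in Neuro2A cells stimulated 20 min with 6 nM IGF at 37 deg C. After lysis, Ser473-phosphorylated Akt read by HTRF (ex 330 nm, em 615/665 nm) as the 665/615 ratio.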
Numbers without * were called inactive; i = inactive; ? = inconclusive; . = no result given; & = joins results of further samples. Unless noted, calls follow the shape of the dose curve; as a rule, active = well fitted curve in the direction sought with a large enough effect; inconclusive = small, poorly fitted or top-dose-only effect, or another doubt; inactive = no such curve, though single readings can be large; an effect the other way counts as inactive or inconclusive.

SMILES	Nrf2 block	HepG2 tox	TGFb inhibitor	Nrf2 ARE act	A549 tox	CCT chaperon mod	S2 tox	Mm-Cpn inhibitor	Akt phos inh
O=C(CS(=O)(=O)c1cn(Cc2ccc(Cl)cc2)c2ccccc12)N1CCOCC1	-20%	-20%	-11%	2.7%	5%	-0.1	i	-1%	i
O=C1/C(=C/c2cccs2)SC(=S)N1NS(=O)(=O)c1ccccc1	-17%	-27%	-14%	10%	-21%	-3.7	i	-1%	i
Cn1nccc1C(=O)NC1CC(C)(C)Cc2c1cnn2-c1ccc(F)cc1 (configuration not stated)	-16%	3%	3%	0.6%	1%	1.6	i	-4%	i
O=C(Nc1ccon1)c1cccc(S(=O)(=O)N2CCCC2)c1	-15%	-22%	-34%	0.0%	1%	-2.7	i	2%	i
Cc1nc2ccc3nc(NC(=O)c4ccco4)sc3c2s1	?	4%	?	11%	0%	-3.0	?	.	i
CN1CCN(C2=C(Cl)C(=O)N(c3ccc(Cl)cc3)C2=O)CC1	?	3%	0%	?	7%	0.4	i	-16%	i
COc1ccc(N2C(=O)[C@@H]3[C@H](C2=O)[C@H]2C=CC=NN2[C@@H]3C(=O)Nc2ccc(Cl)cc2)cc1	5%	6%	-8%	5.6%	0%	0.5	i	0%	i
Cc1cc2c(NC(=O)Nc3ccc(C(F)(F)F)cc3)cccc2nn1	?	2%	-23%	5.3%	-8%	-5.6	i	0%	i
Cc1c(Cl)cccc1NS(=O)(=O)c1ccc(-c2cnc(C3CC3)o2)cc1	.	-109%	2.8µM*	-0.2%	-30%	.	?	.	.
NCC(=O)N1CCC(C(=O)N[C@@H](Cc2c[nH]c3ccccc23)C(=O)O)CC1	14%	1%	4%	0.0%	2%	1.5	i	2%	i
CC1=N/C(=C\c2ccc3c(c2)OCO3)C(=O)N1c1ccc(C(=O)O)cc1	2%	-3%	-10%	-0.3%	-12%	1.1	i	0%	i
CCOC(=O)[C@H]1[C@H]2COc3ccccc3[C@@H]2N2C(=O)[C@@H](C)NC(=O)[C@@]12C	-1%	19%	0%	-0.3%	-4%	-2.6	i	-3%	i
S=c1nc(Cc2ccccc2)[nH]c2ccccc12	2%	4%	1%	0.5%	-1%	1.6	i	-3%	i
COc1ccc(N=CC=C2OC(C)(C)C(C)(C)O2)cc1OC	2%	-5%	8%	3.9%	-1%	-1.7	i	0%	i
CCOC(=O)N1CCN(c2c(NCCc3ccc(OC)c(OC)c3)c(=O)c2=O)CC1	7%	-4%	7%	0.1%	1%	-1.9	i	3%	i
CC1Sc2ccc(C(=O)Nc3cc(S(C)(=O)=O)ccc3Cl)cc2NC1=O (configuration not stated)	?	6%	5%	0.0%	-3%	0.9	i	-1%	i
COc1cccc(NC(=O)Cn2c(=O)n(-c3ccccc3)c(=O)c3c4c(sc32)CCCC4)c1	-4%	3%	-4%	0.4%	2%	.	?	.	.
CCC1CCCCN1CCNC(=O)C1CCN(S(=O)(=O)c2c(C)noc2C)CC1 (configuration not stated)	3%	-5%	-4%	0.0%	1%	-1.4	i	1%	i
Cc1cc(C(=O)N2CCC2(C)C(=O)Nc2cccc3c2CCCC3)nn1C (configuration not stated)	.	-3%	?	3.6%	.	-4.5	i	.	i
COc1ccc(C(=O)Nc2c(N)nc(SCC(=O)Nc3ccc(NC(C)=O)cc3)[nH]c2=O)cc1OC	11%	2%	0%	-0.4%	1%	0.4	i	0%	i

By substructure: the compounds so far with a thiophene ring, fused or not.
SMILES	Nrf2 block	HepG2 tox	TGFb inhibitor	Nrf2 ARE act	A549 tox	CCT chaperon mod	S2 tox	Mm-Cpn inhibitor	Akt phos inh
O=C1/C(=C/c2cccs2)SC(=S)N1NS(=O)(=O)c1ccccc1	-17%	-27%	-14%	10%	-21%	-3.7	i	-1%	i
COc1cccc(NC(=O)Cn2c(=O)n(-c3ccccc3)c(=O)c3c4c(sc32)CCCC4)c1	-4%	3%	-4%	0.4%	2%	.	?	.	.

Next part:
SMILES	Nrf2 block	HepG2 tox	TGFb inhibitor	Nrf2 ARE act	A549 tox	CCT chaperon mod	S2 tox	Mm-Cpn inhibitor	Akt phos inh
Fc1ccccc1NC(=S)N1CCN(Cc2ccc3c(c2)OCO3)CC1	2%	-1%	-4%	0.5%	-1%	0.2	i	-1%	i
C/C(=N\NC(=O)c1nnn(-c2nonc2N)c1C(C)C)c1ccc2ccccc2c1	12%	1%	-3%	-0.5%	4%	-3.8	i	0%	i
COc1ccc(Cl)cc1NC(=O)CN(C)C(=O)C12CC3CC(CC(Cl)(C3)C1)C2	4%	-9%	2%	4.3%	-2%	-2.8	i	-5%	i
CCn1nc(C)c(CN2CCCCC2C(=O)Nc2ccc(Oc3cccnc3)cc2)c1C (configuration not stated)	-13%	-20%	-2%	3.0%	8%	-4.9	i	2%	i
Cc1cc2c(c(=O)o1)C(C(C)C)C(C#N)=C(N)O2 (configuration not stated)	?	-13%	-1%	-0.6%	-11%	-0.1	i	?	-100%*
Cc1cc(SCC2=NNC(=O)C2)c(Cl)cc1Cl	-3%	-15%	7%	-1.0%	1%	-5.5	i	-2%	i
Cc1nc(SCC(=O)N2CCc3ccccc3C2)c2c(C)c(C)sc2n1	?	-2%	-17%	0.7%	-4%	-3.3	i	-5%	i
Cc1ccccc1Nc1c(-c2cccc(O)c2)nc2ccc(Br)cn12	6%	-65%	?	29%	-4%	.	?	.	.
Cc1nnc(NC(=O)CCC(=O)NCc2ccco2)s1	11%	-9%	1%	0.0%	-2%	9.9	i	1%	i
CC(C)c1ccc(NC(=O)c2cc3c(=O)[nH]c4ccccc4c3n2C)cc1	-26%	-11%	9%	0.5%	12%	.	i	.	.
CCCC(=O)n1nc(-c2cccnc2)nc1NCc1ccccc1	-14%&8%	-4%&-1%	4%&2%	-0.2%&0.4%	-12%&4%	-0.2	i	0%	i
O=C(COc1ccc2ccc(=O)oc2c1)Nc1ccc(N2CCOCC2)cc1	-5%	-23%	0%	-0.4%	-4%	-1.6	i	-1%	i
Cc1ccc(NC(=O)C[n+]2ccccc2)cc1[N+](=O)[O-]	-1%	-14%	-4%	-0.4%	-4%	-0.5	i	0%	i
CCCOc1cccc(C(=O)Nc2ccc(-c3nc4ccccc4o3)cc2)c1	?	-4%	-4%	-1.2%	-7%	.	?	.	.
COc1ccc(CC(=O)NCc2ccc(-n3cccc3)cc2)cc1OC	?	-4%	0%	2.8%	-30%	-4.5	?	0%	i
Cc1ccc(S(=O)(=O)N2CCN(C)CC2)c(C)c1	-12%	5%	?	-0.3%	-9%	0.4	i	0%	i
COc1ccc(-n2ccnc2SCC(=O)c2c(N)n(C3CC3)c(=O)[nH]c2=O)cc1	.	7%	-15%	-0.3%	.	0.4	i	.	i
CCc1ccc(OCCOCC(O)CN2CCN(Cc3ccc(Cl)cc3)CC2)cc1 (configuration not stated)	-30%	-42%	?	4.2%	-2%	1.2	i	-3%	i
CC1CCN(S(=O)(=O)c2ccc3c(ccn3CCC(=O)NCc3ccccc3F)c2)CC1	?	-16%	0%	1.2%	-7%	.	i	.	.
Cc1cccc(C)c1NC(=O)N1CCC(c2nc3ccccc3o2)CC1	-1%	-21%	-13%	-0.6%	-6%	-2.6	i	3%	i

Sorted by SMILES length (ascending): part of the list above.
SMILES	Nrf2 block	HepG2 tox	TGFb inhibitor	Nrf2 ARE act	A549 tox	CCT chaperon mod	S2 tox	Mm-Cpn inhibitor	Akt phos inh
Cc1cc2c(c(=O)o1)C(C(C)C)C(C#N)=C(N)O2 (configuration not stated)	?	-13%	-1%	-0.6%	-11%	-0.1	i	?	-100%*
Cc1ccc(NC(=O)C[n+]2ccccc2)cc1[N+](=O)[O-]	-1%	-14%	-4%	-0.4%	-4%	-0.5	i	0%	i
Cc1nc(SCC(=O)N2CCc3ccccc3C2)c2c(C)c(C)sc2n1	?	-2%	-17%	0.7%	-4%	-3.3	i	-5%	i
CCn1nc(C)c(CN2CCCCC2C(=O)Nc2ccc(Oc3cccnc3)cc2)c1C (configuration not stated)	-13%	-20%	-2%	3.0%	8%	-4.9	i	2%	i

Going on with the list:
SMILES	Nrf2 block	HepG2 tox	TGFb inhibitor	Nrf2 ARE act	A549 tox	CCT chaperon mod	S2 tox	Mm-Cpn inhibitor	Akt phos inh
COc1ccc(OCC(=O)Nc2ccc3c(c2)N(C)C(=O)c2ccccc2S3)cc1	.	-11%	-11%	7.4%	-13%	.	?	.	.
CCCCN(CCCNC(=O)C1CCCN(S(=O)(=O)CCC)C1)Cc1ccccc1 (configuration not stated)	7%	-18%	-8%	-0.6%	-3%	-1.7	i	1%	i
C(=N\NC1=Nc2cccc3cccc1c23)/c1cccnc1	?	-14%	10%	16%	?	-70*	i	-14%	i
COc1ccc(Oc2nc(C)cc(C)c2S(=O)(=O)c2ccc(C)cc2)cc1	?	-19%	-2%	-0.7%	-10%	-0.5	i	1%	i
COc1ccc(CN(C(=O)CN2C(=O)c3ccccc3S2(=O)=O)C(C(=O)NCC2CCCO2)c2ccncc2)cc1 (configuration not stated)	-4%	-8%	9%	-0.1%	-1%	-2.3	i	0%	i
COc1ccccc1N1CCN(CCCNC(=O)c2cnn(-c3ccccc3Cl)c2C2CCN(C(=O)OC(C)(C)C)CC2)CC1	-17%	-37%	?	6.1%	-20%	.	.	.	.
Cc1cc2nc(N)sc2cc1C	?	1%	14%	0.2%	-4%	-0.7	?	.	i
Cc1ccc(Nc2ccc(C(=O)N3CCCC3)cn2)c(C)c1	-1%	-10%	-10%	-0.8%	1%	0.7	i	1%	i
COC(=O)c1scc(-c2ccc(C)cc2)c1S(=O)(=O)N1CCN(c2ccc(C)cc2C)CC1	-34%	-14%	-9%	0.9%	1%	.	i	.	.
